Compound activity from PubChem BioAssay.
HP1b chromo inh = inhibitors of HP1-beta chromodomain binding to methylated histone tails | P83916 | AID 540317 | hit rate 0.56% among 390,000 | AlphaScreen HP1-beta / biotin-H3K9me3 peptide binding | Potency, µM (doses to about 114 µM), for inactives: at the top dose activity change, negative = inhibition, actives largely listed as inhibitors; also: nearly all actives have a fitted effect of over 70% in size; inactives centre near 23
Target sequence (P83916 whole entry, looked up): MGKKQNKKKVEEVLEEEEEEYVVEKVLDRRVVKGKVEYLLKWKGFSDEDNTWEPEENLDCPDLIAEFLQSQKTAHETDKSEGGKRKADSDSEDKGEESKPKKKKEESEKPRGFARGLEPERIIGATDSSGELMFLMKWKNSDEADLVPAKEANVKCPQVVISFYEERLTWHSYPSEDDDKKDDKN
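AlphaScreen: HP1-beta (50 nM) preformed 30 min with biotin-H3(1-18)K9me3 peptide (50 nM) in PBS pH 7.4, 0.01% Tween-20. Compound added for 30 min at RT, then streptavidin donor/nickel chelate acceptor beads (10 ug/mL) for 30 min.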
GLS inhibitor = glutaminase GLS (human) inhibition. O94925. GLS enzymatic activity, qHTS titration. Potency, µM (top dose mostly 45.5 µM), for the others: top-dose activity change, negative = inhibition, usual class: inhibitors. hit rate 0.21% among 410,000; also: % is scaled to controls: 0 for no effect and ±100 for the full control effect
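Assay buffer: 45 mM KH2PO4 pH 8.2, 0.02% Tween-20. hKGA acts on L-glutamine (1 mM solution added); product glutamate is reported by an oxidase/peroxidase Amplex Red coupling, with fluorescence taken at baseline and 30 min.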
TrxR1 inh = rat TrxR1 inhibition; O89049; recombinant rTrxR1, NADPH fluorescence consumption, selenite substrate; Potency, µM (series often up to 114 µM), for inactives: at the highest dose activity change, negative = inhibition, actives largely listed as inhibitors; hit rate 1% among 390,000; AID 588453; also: % is scaled to controls: 0 for no effect and ±100 for the full control effect; nearly all actives have a fitted effect of over 65% in size
Target sequence (O89049 whole entry, looked up): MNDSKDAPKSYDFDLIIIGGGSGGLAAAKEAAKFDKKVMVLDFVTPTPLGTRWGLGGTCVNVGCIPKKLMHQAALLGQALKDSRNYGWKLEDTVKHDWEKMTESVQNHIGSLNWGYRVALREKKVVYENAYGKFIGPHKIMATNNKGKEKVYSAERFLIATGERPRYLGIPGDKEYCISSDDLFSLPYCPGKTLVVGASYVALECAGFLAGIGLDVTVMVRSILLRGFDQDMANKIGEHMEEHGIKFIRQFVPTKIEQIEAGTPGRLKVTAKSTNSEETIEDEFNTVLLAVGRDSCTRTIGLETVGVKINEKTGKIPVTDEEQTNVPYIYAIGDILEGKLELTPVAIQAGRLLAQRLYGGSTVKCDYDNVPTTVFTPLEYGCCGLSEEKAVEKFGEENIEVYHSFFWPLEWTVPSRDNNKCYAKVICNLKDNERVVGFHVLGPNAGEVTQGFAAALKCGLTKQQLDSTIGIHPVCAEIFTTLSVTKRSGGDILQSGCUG
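Rat TrxR1 (90 nM in the dispensed reagent) was pre-reduced with 400 uM NADPH for 5 min at room temperature, then incubated with compound for 15 min. After 400 uM selenite was added, NADPH fluorescence (Ex 340/Em 450 nm) was followed for 8 min.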
JMJD2A Tudor inh = blocks the human JMJD2A Tudor domain; AlphaScreen JMJD2A-Tudor / H3K4me3 peptide binding; Potency, µM (titrated, usually from 114 µM), for inactives: at the highest dose activity change, negative = inhibition, hits mostly inhibitors; hit rate 4.4% among 390,000; O75164; also: % is scaled to controls: 0 for no effect and ±100 for the full control effect; nearly all actives have a fitted effect of over 50% in size
Pin1 inh = human Pin1 inhibition | hit rate 0.009% among 390,000 | Potency, µM (doses to about 115 µM), for the others: at the top dose activity, negative = inhibition, most hits filed as inhibitors | Pin1 FP peptide displacement, HiFluor488, 10 min | AID 504891; active = well fitted inhibition curve with a large enough effect in the polarisation, with a control signal flat, not every such curve was filed as active; inconclusive = small, poorly fitted or top-dose-only effect, or effect the other way, or a change in a side signal; inactive = no such curve, though single readings can be large or run the other way; the % refers to the polarisation; also: % is scaled to controls: 0 for no effect and ±100 for the full control effect
Target sequence (Q13526 whole entry, looked up): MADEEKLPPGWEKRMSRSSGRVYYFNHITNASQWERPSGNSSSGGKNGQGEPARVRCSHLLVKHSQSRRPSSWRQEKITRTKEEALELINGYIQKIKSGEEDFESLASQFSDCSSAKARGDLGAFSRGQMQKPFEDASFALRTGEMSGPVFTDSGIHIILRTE
RGS4 inhibitor = blocks human RGS4-accelerated GTP hydrolysis; Potency, µM (series often up to 114 µM), for inactives: at the highest dose activity change, negative = inhibition, actives largely listed as inhibitors; AID 504845; hit rate 0.039% among 390,000; Transcreener GDP fluorescence polarization, RGS4-accelerated GTP hydrolysis; also: % is scaled to controls: 0 for no effect and ±100 for the full control effect; nearly all actives have a fitted effect of over 75% in size; some results filed as inactive show a strong effect at the top dose
Target sequence (P49798 whole entry, looked up): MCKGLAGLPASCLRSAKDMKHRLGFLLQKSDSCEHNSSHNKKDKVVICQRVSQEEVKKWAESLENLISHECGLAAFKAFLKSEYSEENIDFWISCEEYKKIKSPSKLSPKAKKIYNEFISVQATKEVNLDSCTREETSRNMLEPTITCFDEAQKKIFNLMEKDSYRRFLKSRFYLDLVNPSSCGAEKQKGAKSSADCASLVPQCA
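MLSMR compounds (23 nl, pin-transferred) preincubated 10 min at room temperature with a 500nM (2x) first reagent, then RGS4 at 900nM (2x) plus Transcreener GDP mix added; fluorescence polarization (620/688 nm) read before and after 90 min at 30 °C.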
ALOX12 inh = blocks human arachidonate 12S-lipoxygenase; purified 12hLO, xylenol orange hydroperoxide absorbance; P18054; Potency, µM (titrated, usually from 108 µM), for the others: at the top dose activity change, negative = inhibition, actives largely listed as inhibitors; hit rate 1.1% among 580,000; also: % is scaled to controls: 0 for no effect and ±100 for the full control effect
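Purified human 12hLO (150 nM final) in 25 mM Hepes, 0.01% Triton X-100, pH 7.0 was preincubated 15 min at room temperature with compound. Then 40 uM arachidonic acid was added, 30 min. Hydroperoxide was read by Fe-XO absorbance ratio 573/405 nm.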
PGK inhibitor = inhibitors of T. brucei phosphoglycerate kinase. P07378. PGK/GAPDH coupled, Kinase-Glo luminescence, 60 min. Potency, µM (top dose mostly 57.5 µM), for the others: at the highest dose activity change, negative = inhibition, usual class: inhibitors. hit rate 0.043% among 380,000; also: % is scaled to controls: 0 for no effect and ±100 for the full control effect; nearly all actives have a fitted effect of over 60% in size
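Recombinant glycosomal PGK reaction used 1,3-bisphosphoglycerate generated in-well by GAPDH (100nM final) in 100mM TEA pH 7.6, 5mM MgCl2, 0.01% Tween-20. After 60 minutes at room temperature, ATP was read by Kinase-Glo Plus luminescence end-point.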
ERG Ets-DNA blk = inhibitors of human ERG Ets domain-DNA interaction | fluorescence polarization, His-ERG Ets domain / labelled DNA | Potency, µM (titrated, usually from 76.9 µM), without a hit: at the top dose FP activity, negative = inhibition, hits mostly inhibitors | hit rate 0.028% among 370,000; active = well fitted inhibition curve with a large enough effect in the polarisation, with a control signal flat; inconclusive = small, poorly fitted or top-dose-only effect, or effect the other way, or a change in a side signal; inactive = no such curve, though single readings can be large or run the other way; the % refers to the polarisation;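 also: polarization taken with two DNA probes labelled with fluorescein and Texas red; % of control where 0% means no effect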
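His-tagged ERG Ets domain (1 uM in the protein solution; 300mM KCl, 50mM Tris-HCl, 1mM EDTA, 1mM DTT, pH 7.5) received compound, then a probe mix of 5 nM fluorescein-DNA and 100nM Texas-615-DNA. Fluorescence polarization was read for both dyes.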
The depositor's hits bear a star; i = inactive; ? = inconclusive; · = no result given; & = joins results of further samples; [ ] = remark or other dose. Unless noted, calls follow the shape of the dose curve; as a rule, active = well fitted curve in the direction sought with a large enough effect; inconclusive = small, poorly fitted or top-dose-only effect, or another doubt; inactive = no such curve, though single readings can be large; an effect the other way counts as inactive or inconclusive. Potency is read from the fitted curve at half-maximal effect. The list is partial (hit frequency here may not be typical).

SMILES	HP1b chromo inh	GLS inhibitor	TrxR1 inh	JMJD2A Tudor inh	Pin1 inh	RGS4 inhibitor	ALOX12 inh	PGK inhibitor	ERG Ets-DNA blk
COc1ccc(C2C(C(N)=O)=C(C)Nc3nc(SCc4ccccc4Cl)nn32)cc1OC (stereo unspecified)	17%	3%	18%	-16%	6%	8%	-10%	-4%	6%
COC(=O)c1cn(NC(=O)Cn2nc([N+](=O)[O-])c(Cl)c2C)c(=O)c2ccccc12	11%	3%	6%[57.1 µM]	-6%	-6%	-12%	3%	-8%	-9%
COc1ccc(N2CCN(C(=O)c3c(C)nn(-c4ccc(F)cc4)c3-n3cccc3)CC2)cc1	-9%	16%	26%	?	1%	7%	-6%	-11%	8%
CCc1nc(N=Nc2c(O)[nH]c3ccccc23)c2c3c(sc2n1)CCC3	35%	-3%	6%	-14%	?	-11%	-3%	-9%	-4%
CC(C)(C)c1ccc(C(=O)Nc2c3c(nn2C(C)(C)C)CS(=O)(=O)C3)cc1	50%[activator]	3%	-2%	-10%	-4%	8%	-1%	4%	7%
Brc1cccc(CNCc2ccncc2)c1	30%	-2%	5%	-12%	-4%	3%	?	i	-3%
Cc1cccc(NC(=O)CC2(CC(=O)O)CCCC2)c1	19%	-1%	16%	-5%	-10%	23%	-12%	-2%	-4%
Oc1ccccc1OCCOc1ccccc1OCCOc1ccccc1O	-7%	-19%	20%	-14%	3%	17%	58%[activator]	-4%	1%
Cc1ccnc(NS(=O)(=O)c2ccc(NC(=O)CN3C(=O)CCC3=O)cc2)n1	49%[activator]	3%	13%	5%	-10%	16%[11.4 µM]	-8%	2%	-10%
C=CCn1c(=O)c2ccccc2n2c(Sc3nnnn3-c3ccccc3)nnc12	40%[activator]	4%	-3%	?	?	28%	-17%	3%	0%
Cc1cc(C)c2c(N)c(C(=O)c3ccccc3)oc2n1	41%[activator]	2%	-14%	-14%	-1%	-2%	-16%	-9%	9%
CCc1cccc(C)c1NC(=O)Cn1nc(C)n2cccc2c1=O	65%&-12%[activator]	-4%&-12%	-2%&-2%	-10%&-36%	1%&5%	-13%[56.9 µM]	1%&-4%	i	-27%&1%
CNC(=O)c1cc(Nc2nnc(-c3ccc(O)cc3)c3ccccc23)ccc1OC	21%&1%	11µM*	4%&-5%	-5%&-28%	?	1%&7%	-10%&-18%	3%	-3%&-1%
COc1ccc(-n2ccnc2SCC(=O)NCc2ccc3c(c2)OCO3)cc1	-7%	5%	4%[57.1 µM]	?	2%	4%	29%	-11%	-2%
CCC1=Nc2cc(C(=O)NCCCN3CCOCC3)ccc2Sc2ccc(Br)cc21	3%	-3%	13%	?	-3%	23%	?	6%	-6%
Cc1ccc(NC(=O)c2cccc(N3C(=O)CCC3=O)c2)nc1	18%	-8%	-5%	0%	-4%	30%	11%	-3%	-10%
O=C(NCCc1ccccc1)C1CCCN1C(=O)Nc1cccc(Cl)c1 (stereo unspecified)	22%	-18%	11%	-11%	-5%	11%	-10%	-13%	-2%
CN(C)c1ccc(/C=C/C(=O)c2cccc(Br)c2)cc1	130%[activator]	41%[activator]	-10%	61%[activator]	?	8%	-22%	-6%	?
NC(=O)NCc1ccc(C(=O)OCc2ccncc2)cc1	33%[activator]	-2%	17%	-22%	-4%	1%	7%	i	5%
Cc1ccc(N2C(=O)CS(=O)(=O)C23C(=O)N(C)c2ccccc23)cc1F (stereo unspecified)	17%	1%	15%	-10%	-2%	-2%	?	-11%	-4%
Cc1ccc(NC(=O)COC(=O)C2C3CC4OC(=O)C2C4C3)cc1Cl (stereo unspecified)	14%	2%	0%	-9%	3%	7%	8%	0%	-3%
CC(C)(C)[C@@H]1C=C(C(=O)N2CCN(Cc3ccc4c(c3)OCO4)CC2)O[C@H](OCc2ccc(CO)cc2)C1	16%	1%	3%	?	?	2%	-8%	6%	1%
CCN(CC)C(=O)c1sc2c(c1C)c(=O)n(-c1ccc(C)c(C)c1)c(=O)n2Cc1cc(=O)n2c(C)cccc2n1	49%[activator]	-10%	9%[57.1 µM]	-1%	?	-5%	-22%	-2%	3%
CC(C)Oc1ccc2c(=O)c(-c3ccccc3)coc2c1	46%[activator]	-1%&-15%	16%	22%	-4%	-30%	1%	-9%	14%
CCN(Cc1ccccc1)C(=O)c1oc2ccc(C)cc2c1C	120%[activator]	111%[activator]	8%[57.1 µM]	72%[activator]	-2%	-5%	0%	-4%	-4%
COc1cccc(NC(=O)C2CCN(c3ccc(Sc4ccc(C)cc4)nn3)CC2)c1	22%	5%	19%	-13%	11%	15%	-22%	3%	-8%
Cc1ccc(C(=O)CCC(=O)OCC(=O)Nc2ccccc2SCC#N)cc1	55%[activator]	8%	-4%	4%	?	0%	-41%	-2%	0%
COc1ccc(C(=O)Nc2ccnn2C2CCN(Cc3ccccn3)CC2)cc1	20%	1%	-6%	-10%	-20%	-11%	7%	6%	-12%
Nc1cc(C(=O)OCC(=O)NCC2CCCO2)ccc1Cl (stereo unspecified)	48%[activator]	-3%	5%	2%	0%	-8%	0%	5%	5%
CCC(c1nnnn1CCOC)N1CCN(c2nc3ccccc3s2)CC1 (stereo unspecified)	36%	1%	22%[11.4 µM]	-6%	-1%	-6%	-5%	-1%	0%[15.4 µM]
O=C(CSc1ncc2c(n1)-c1ccc(Cl)cc1N(Cc1ccccc1)S2(=O)=O)Nc1ccc(F)c(F)c1	36%	-11%	29%[57.1 µM]	-22%	-3%	-17%	-18%	-5%	-3%
Cc1nn(C)c(C(=O)Nc2ccn(Cc3c(F)c(F)cc(F)c3F)n2)c1[N+](=O)[O-]	1%	9%	-9%	-21%	-7%	13%	-12%	i	8%
O=c1[nH]c(CCC2CCCC2)nc2ccccc12	37%	1%	-4%	-5%	-1%	-3%	0%	1%	·
CN1CCN(C(=O)/C(=C/c2ccccc2F)NC(=O)c2ccccc2)CC1	3%	-6%	20%	-9%	4%	18%	2%	0%	1%
CCCCN(CC)CCCNC(=O)Cn1ncc2c([nH]c3ccc(C)cc32)c1=O	-4%	0%	6%	-27%	-2%	-15%	?	-5%	0%
O=C(/C=C/c1ccc(F)cc1)c1ccc(N2CCOCC2)cc1	15%	-14%	5%	-8%	3%	11%	9%	19%	5%
O=C(C[n+]1cc(-c2ccc(Cl)cc2)n2c1CCC2)Nc1nc(-c2ccccc2)cs1	3%	-2%	17%	?	14%	-27%	-22%	-10%	4%
CC(OC(=O)/C=C/c1ccc2ccccc2n1)C(=O)NCc1ccccc1 (stereo unspecified)	28%	3%	4%	-15%	11%	-13%	-59%	1%	2%
CC1CCc2nc(NC(=O)COc3ccc(C(C)(C)C)cc3)sc2C1 (stereo unspecified)	7%	-2%	37%[activator]	-31%	0%	26%	-16%	i	8%
COc1ccc(OCCSc2nnc(-c3ccccc3)n2N)cc1	40%	-4%	15%[57.1 µM]	10%	1%	1%	-9%	-6%	-9%
Cc1ccccc1C(=O)NNC(=O)c1cc(N)cc([N+](=O)[O-])c1	28%	-4%	-14%	-9%	-6%	-11%	7%	i	14%
Cc1ccc(C(=O)OCC(=O)Nc2cccc(S(=O)(=O)NC3=NCCCCC3)c2)c(C)c1	28%	-18%	16%[57.1 µM]	-28%	2%	-8%	-6%	-8%	-15%
COc1ccc(Cl)cc1N1C(=O)CC(N2CCc3ccccc32)C1=O (stereo unspecified)	-10%	16%	-2%	-29%	0%	19%	-20%	1%	2%
CCOC(=O)C1CCCN(C2=C(NS(=O)(=O)c3ccc(Br)cc3)C(=O)c3ccccc3C2=O)C1 (stereo unspecified)	10µM*	14%	20%	10µM*	-4%	-7%	?	-10%	9%
NS(=O)(=O)c1ccc(N2CCCCCC2)c([N+](=O)[O-])c1	23%	-10%	13%[57.1 µM]	-12%	0%	0%	-5%	i	7%
CCOC(=O)N1CCN(S(=O)(=O)c2ccc(C(=O)Nc3nc4ccc(F)cc4s3)cc2)CC1	28%	9%	16%	0%	1%	11%	-7%	1%	·
O=C(Nc1ccc(Cl)cc1)c1ccncc1	15%	-5%	-2%[57.1 µM]	-7%	3%	-23%	?	-2%	3%
COc1cccc(OC)c1OCc1cc(C2C3CCCC=C3C(C#N)=C(N)C2(C#N)C#N)c(C)cc1C (stereo unspecified)	15%	16%	?	?	?	-38%	?	10%	-18%
CCOc1ccc(CNCCCSc2ncccn2)cc1OC	40%[activator]	-1%	11%	3%	1%	4%	0%	-4%	-7%
O=C(COc1ccc(S(=O)(=O)NC2CCCCC2)cc1)NCCC1=CCCCC1	27%	15%	11%[57.1 µM]	-13%	7%	5%	?	3%	3%
O=C1CCCC(O)=C1N=Nc1cccc(C(=O)O)c1	-26%	0%	-18%[57.1 µM]	89µM*	?	-2%	?	-19%	-1%
CCC(=O)N1CCCc2cc(S(=O)(=O)N3CCC(C(=O)Nc4cccc(Cl)c4)CC3)ccc21	12%	-11%	2%[57.1 µM]	-27%	4%	-5%	-5%	0%	0%

JMJD2A Tudor inh, what is marked active above.
SMILES	HP1b chromo inh	GLS inhibitor	TrxR1 inh	JMJD2A Tudor inh	Pin1 inh	RGS4 inhibitor	ALOX12 inh	PGK inhibitor	ERG Ets-DNA blk
CCOC(=O)C1CCCN(C2=C(NS(=O)(=O)c3ccc(Br)cc3)C(=O)c3ccccc3C2=O)C1 (stereo unspecified)	10µM*	14%	20%	10µM*	-4%	-7%	?	-10%	9%
O=C1CCCC(O)=C1N=Nc1cccc(C(=O)O)c1	-26%	0%	-18%[57.1 µM]	89µM*	?	-2%	?	-19%	-1%
